# Source: PubChem (several laboratories)
# XIAP displacement: small molecules displacing peptide from XIAP – biochemical, IAP family, fluorescence polarization (AID 1018); XIAP BIR domain, fluorescence polarization peptide displacement; higher % means a stronger effect; one-dose displacement, % at 20 µM; IC50 in µM for titrated hits; 0.007% of 200,000 active; in the data active means displacement above about 50%; further: a part of the inactive calls stands beside numbers as strong as those of hits
# PMI inhibition: MPI inhibition at elevated mannose 6-phosphate – biochemical, fluorescence intensity, high mannose 6-phosphate, primary screen (AID 1220) | recombinant PMI enzyme, coupled fluorescence intensity; higher % means a stronger effect | inhibition, % at 20 µM; hits with a dose series show IC50 in µM | 0.66% of 190,000 active
# TNAP activation fold: human TNAP enzyme activators, primary screen, biochemical, luminescent, no phosphate acceptor, uHTS (AID 1001) | activation fold at 20 µM, or EC50 in µM where a hit was titrated | purified TNAP, luminescent activation assay, no phosphate acceptor; higher activation fold means a stronger effect | 0.03% of 200,000 active; in the data active means activation fold from about 3, or a potency from the dose series; inactive means the rest, 99 in 100 with activation fold below about 1.6; further: many of its hits are not listed in these tables
# WT yeast gro inh: growth inhibition of WT yeast, mitochondrial fusion screen; mitochondrial fusion phenotypic screen, WT strain; inhibition, % at 10 µM; 2.1% of 190,000 active; AID 1362; in the data active means inhibition above about 58%; tested in S. cerevisiae
# M1AAP inhibition: malaria alanyl aminopeptidase activity blockers – biochemical, fluorogenic H-Leu-NHMec substrate, 1536-well (AID 1445); inhibition, % at 30 µM; hits with a dose series show IC50 in µM; recombinant M1AAP, H-Leu-NHMec fluorogenic kinetic assay; higher % means a stronger effect; 0.42% of 220,000 active;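 active means primary inhibition above the hit cutoff, then over 50% inhibition at one or more dose response concentrations, cut at about 23% in these data, passing the limit was not always enough; inconclusive means conflicting primary data, or primary hits not chosen for dose response; inactive means low primary inhibition, or under 50% at every dose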;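 further: plate controls were DMSO full reaction for no effect and no enzyme background for full effect; strong numbers were not always called active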
# human PMI inhibition: MPI enzyme activity inhibition – biochemical, fluorescence intensity, coupled assay, primary screen (AID 1209). purified PMI enzyme, coupled fluorescence intensity; higher % means a stronger effect. inhibition, % at 20 µM, or IC50 in µM where a hit was titrated. 0.42% of 190,000 active;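 further: plate controls were DMSO vehicle for no effect and wells lacking substrate for full effect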
# Yfh1-off respiration: mitochondrial function rescue without frataxin homolog – Friedreich's ataxia, plus single-dose screen, dose response (AID 1465). S. cerevisiae Yfh1-off respiration, WST-1 reduction, 72 h; higher fold induction means a stronger effect. fold induction at 50 µM, or EC50 in µM where a hit was titrated. 0.074% of 220,000 active;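 active means fold induction of absorbance versus untreated yeast above a set limit, then at least 30% activation at any dose in follow-up; inconclusive means repeats straddling the limit, or above it without dose testing; inactive means fold induction below the set limit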;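 further: activators that raise dye reduction in frataxin-depleted yeast; strong numbers were not always called active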
# LYP phosphatase: PTPN22 lymphoid phosphatase activity blockers – biochemical, fluorescence intensity, uHTS (AID 1779); recombinant LYP phosphatase, fluorescence intensity; higher % means a stronger effect; one-dose inhibition, % at 11.5 µM; IC50 in µM for titrated hits; 0.054% of 290,000 active;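 further: plate controls were vehicle with enzyme for no effect and no enzyme for full effect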
# P. falciparum M17LAP: P. falciparum M17LAP inhibitors, primary screen, biochemical, fluorogenic H-Leu-NHMec substrate, 1536-well (AID 1619). inhibition, % at 30 µM; hits with a dose series show IC50 in µM. recombinant M17LAP, H-Leu-NHMec fluorogenic kinetic assay; higher % means a stronger effect. 0.38% of 220,000 active;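 active means compound inhibiting the enzyme by more than half at any dose during confirmatory dose-response retesting; inconclusive means strong single-dose inhibitors picked by rank but not retested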;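 further: plate controls were full reaction with DMSO carrier for no effect and no enzyme background for full effect; strong numbers were not always called active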
# WT yeast gro inh mutant strain: second read-out of WT yeast gro inh, no call of its own (marks repeat the call); inhibition, %; mitochondrial fusion phenotypic screen, mutant strain inhibition
# Starred values were filed as active, the others as inactive; i = inactive; ? = inconclusive; · = no result given. Unless noted, no stated cut-off is given here; in the data, active means inhibition above about 50%; inactive means the rest.
SMILES,XIAP displacement,PMI inhibition,TNAP activation fold,WT yeast gro inh,WT yeast gro inh mutant strain,M1AAP inhibition,human PMI inhibition,Yfh1-off respiration,LYP phosphatase,P. falciparum M17LAP
CCNC(=S)N1CCN(S(=O)(=O)c2ccccc2C(F)(F)F)CC1,-1.8%,5%,1.1,-10,-4,0%,9%,i,-6%,0%
c1ccc(CCC2=NCCn3cccc32)cc1,-2.1%,3%,1,4,6,13%,-3%,i,2%,-7%
COc1ccc(O)c(/C=N/Nc2nc(Nc3ccccc3)nc(-n3nc(C)cc3C)n2)c1,1.5%,10%,1.1,16,6,-6%,14%,i,10%,-10%
CC(=O)n1cc([C@@H]2C=C(C(=O)Nc3ccccc3)O[C@H](OCc3ccc(CO)cc3)C2)c2ccccc21,-1.6%,24%,1,16,13,1%,26%,i,6%,0%
CCOC(=O)C1CCN(c2ccc(Cl)nn2)CC1,-6.7%,10%,1.1,-8,-1,-5%,10%,i,-7%,-2%
O=c1c2ccccc2cnn1Cc1n[nH]c(=S)n1-c1ccc(Cl)cc1Cl,-4.3%,7%,1.1,-7,-7,0%,1%,i,-8%,10%
COC(=O)c1cc(NC(=O)c2ccccc2)c(=O)oc1C/C=N\OCc1ccc(Cl)cc1Cl,-9.2%,-48%,1,5,21,13%,-27%,i,7%,-5%
O=C1NC(=S)N/C1=C/c1ccc(-c2c(Br)cc([N+](=O)[O-])cc2Br)o1,-0.7%,-4%,1,36,0,19%,-2%,·,-8%,-2%
O=C(Cn1c(COc2ccccc2)nc2ccccc21)Nc1cccc(Cl)c1,-3.2%,9%,1.1,-16,0,5%,15%,i,-4%,-9%
CCOc1ccc(C2NC(=O)C(C#N)=C(S)N2c2cccc(C)c2)cc1OC (stereo not given),-2.8%,-2%,1,-14,2,·,8%,i,-4%,·
CC1CC(C)CN(c2ncc3c(n2)CC(c2ccccc2)CC3=O)C1 (stereo not given),-0.8%,1%,1,71*,33*,-2%,7%,i,-7%,-6%
O=C(CSc1nnnn1C1CCCC1)N1CCN(C(=O)c2ccco2)CC1,-2.1%,12%,1.1,-14,5,0%,14%,i,-7%,-1%
Nc1nc(-c2ccco2)nc(N2CCCCC2)n1,-3.5%,2%,1.1,-15,18,2%,-2%,i,-17%,-7%
Cc1cccc(NC(=O)C2CCN(c3nccc(C)n3)CC2)c1,-3.1%,0%,1.1,-4,15,5%,5%,i,-9%,-3%
CCOC(=O)C1(C)/C(=N/Nc2cccc(Cl)c2)C(=O)C(=O)N1c1ccccc1 (stereo not given),-1.2%,-133%,0.8,-5,-3,13%,-38%,i,5%,18%
COc1cc(/C=C/C(=O)OCC(=O)NC(=O)NC(C)C)ccc1O,·,·,·,·,·,8%,·,i,0%,11%
C[N+](C)(CC#Cc1ccccc1)CC(=O)c1ccccc1,7.1%,-10%,1.1,-18,-13,2%,0%,i,-5%,-7%
O=C(CN1CCN(c2ccccc2)CC1)N/N=C/c1cccc(F)c1,-3.1%,3%,1.1,1,-23,1%,0%,i,-7%,4%
O=C(NNC(=S)NCc1ccco1)c1ccc(Cl)s1,-2.3%,-2%,1.2,3,20,?,-10%,i,-11%,0%
CCN(CC)CCN1C(=O)C(=O)/C(=C(/O)c2cnn(-c3ccccc3)c2C)C1c1cccnc1 (stereo not given),-4.1%,6%,1.1,-1,-15,7%,9%,i,0%,15%

# Reprinted at random: 2 compounds from above.
SMILES,XIAP displacement,PMI inhibition,TNAP activation fold,WT yeast gro inh,WT yeast gro inh mutant strain,M1AAP inhibition,human PMI inhibition,Yfh1-off respiration,LYP phosphatase,P. falciparum M17LAP
CCOC(=O)C1CCN(c2ccc(Cl)nn2)CC1,-6.7%,10%,1.1,-8,-1,-5%,10%,i,-7%,-2%
CCNC(=S)N1CCN(S(=O)(=O)c2ccccc2C(F)(F)F)CC1,-1.8%,5%,1.1,-10,-4,0%,9%,i,-6%,0%

# Later entries.
SMILES,XIAP displacement,PMI inhibition,TNAP activation fold,WT yeast gro inh,WT yeast gro inh mutant strain,M1AAP inhibition,human PMI inhibition,Yfh1-off respiration,LYP phosphatase,P. falciparum M17LAP
COCC(C)OC(=O)c1c(N)n(CC(C)C)c2nc3ccccc3nc12 (stereo not given),-6.6%,4%,1,-15,-4,22%,6%,i,-10%,-46%
Cc1ccc(C)c(NC(=O)c2nnn(Cc3ccccc3)c2N)c1,-4.3%,17%,1,-17,10,0%,14%,i,-7%,-5%
N/C(=N\OC(=O)c1ccc(Cl)cc1Cl)c1ccccn1,-2.7%,17%,1.1,47,40,-5%,-3%,i,-12%,26%
Cc1cccc(/C=C2\CCC(=C3SCCCS3)C2=O)c1,-3.2%,10%,1,-3,-29,5%,14%,i,0%,21%
Cn1ccnc1SCC(=O)Nc1nc2c(F)c(F)c(F)cc2s1,-9.9%,8%,1.1,-12,-9,3%,6%,i,-7%,6%
NS(=O)(=O)c1ccc(NNC(=O)c2cccs2)cc1,·,·,·,·,·,2%,·,i,-4%,8%
CCOC(=O)c1c(C)[nH]c(C(=O)COC(=O)CSC)c1C,0.8%,-2%,1.2,9,12,-2%,-5%,i,3%,3%
CC1=CSC2=NS(=O)(=O)CCN12,·,·,·,·,·,2%,·,i,-4%,2%
COC(=O)[C@@]1(Cc2ccc(OC)cc2)[C@H]2c3cc(C(=O)N4CCCC4)n(Cc4ccc(OC)c(OC)c4)c3C[C@H]2CN1C(=O)c1ccccc1,-2.0%,13%,1.1,15,-25,7%,15%,i,5%,-8%
O=P(Cc1ccncc1)(c1ccccc1)c1ccccc1,2.3%,-11%,1.1,-1,2,11%,-10%,i,-7%,-6%
CCOC(=O)c1cnc2c(C#N)cnn2c1N,-5.0%,-6%,1.1,-8,3,10%,-10%,i,2%,11%
Cn1c(=O)c2ncn(CC(=O)NCCOCc3ccccc3Cl)c2n(C)c1=O,23%,5%,1,1,22,4%,3%,i,-4%,8%
COc1ccc(NC(=O)CCC(=O)N(Cc2ccc(OC)c(OC)c2)c2nccs2)c(OC)c1,-4.4%,·,1.1,4,-22,0%,·,i,-3%,-4%
COCCn1c(SCC(=O)Nc2cccc(S(N)(=O)=O)c2)nc2cc(Cl)ccc2c1=O,-1.1%,-6%,1,-2,1,14%,-7%,i,3%,9%
C=CCn1c(-c2ccc(OC)cc2)nc2ccccc21,-1.2%,-1%,1.1,0,-4,8%,6%,i,-3%,14%
CN(C)c1ccc(C(=O)c2ccccc2)cc1,-1.1%,-3%,1.2,10,17,7%,-2%,i,-2%,16%
COc1cccc(-c2nnc(NC(=O)c3cccs3)s2)c1,-14%,-4%,1.1,13,1,-5%,1%,i,-5%,-1%
CCOC(=O)c1sc2nc(C)nc(SCC(=O)NC3CCS(=O)(=O)C3)c2c1C (stereo not given),-3.6%,-6%,1.1,-10,-19,5%,-11%,i,-1%,9%
Cc1ccc2c(c1)-c1c(ssc1=S)C(C)(C)N2C(=O)CSC1=NCCS1,-3.4%,20%,0.9,32,30,7%,20%,i,10%,-6%
Cc1ccc(Cn2nnc3c(=O)[nH]c(C4CCCN(S(=O)(=O)c5ccccc5)C4)nc32)cc1 (stereo not given),-3.9%,-3%,1.1,-3,-8,6%,4%,i,-3%,-7%

# 13 structures already listed, sorted by heavy-atom count, falling.
SMILES,XIAP displacement,PMI inhibition,TNAP activation fold,WT yeast gro inh,WT yeast gro inh mutant strain,M1AAP inhibition,human PMI inhibition,Yfh1-off respiration,LYP phosphatase,P. falciparum M17LAP
CC(=O)n1cc([C@@H]2C=C(C(=O)Nc3ccccc3)O[C@H](OCc3ccc(CO)cc3)C2)c2ccccc21,-1.6%,24%,1,16,13,1%,26%,i,6%,0%
Cc1ccc(Cn2nnc3c(=O)[nH]c(C4CCCN(S(=O)(=O)c5ccccc5)C4)nc32)cc1 (stereo not given),-3.9%,-3%,1.1,-3,-8,6%,4%,i,-3%,-7%
COc1ccc(O)c(/C=N/Nc2nc(Nc3ccccc3)nc(-n3nc(C)cc3C)n2)c1,1.5%,10%,1.1,16,6,-6%,14%,i,10%,-10%
O=C(Cn1c(COc2ccccc2)nc2ccccc21)Nc1cccc(Cl)c1,-3.2%,9%,1.1,-16,0,5%,15%,i,-4%,-9%
O=C(CSc1nnnn1C1CCCC1)N1CCN(C(=O)c2ccco2)CC1,-2.1%,12%,1.1,-14,5,0%,14%,i,-7%,-1%
O=c1c2ccccc2cnn1Cc1n[nH]c(=S)n1-c1ccc(Cl)cc1Cl,-4.3%,7%,1.1,-7,-7,0%,1%,i,-8%,10%
CC1CC(C)CN(c2ncc3c(n2)CC(c2ccccc2)CC3=O)C1 (stereo not given),-0.8%,1%,1,71*,33*,-2%,7%,i,-7%,-6%
COc1cc(/C=C/C(=O)OCC(=O)NC(=O)NC(C)C)ccc1O,·,·,·,·,·,8%,·,i,0%,11%
Cn1ccnc1SCC(=O)Nc1nc2c(F)c(F)c(F)cc2s1,-9.9%,8%,1.1,-12,-9,3%,6%,i,-7%,6%
C[N+](C)(CC#Cc1ccccc1)CC(=O)c1ccccc1,7.1%,-10%,1.1,-18,-13,2%,0%,i,-5%,-7%
N/C(=N\OC(=O)c1ccc(Cl)cc1Cl)c1ccccn1,-2.7%,17%,1.1,47,40,-5%,-3%,i,-12%,26%
CCOC(=O)C1CCN(c2ccc(Cl)nn2)CC1,-6.7%,10%,1.1,-8,-1,-5%,10%,i,-7%,-2%
c1ccc(CCC2=NCCn3cccc32)cc1,-2.1%,3%,1,4,6,13%,-3%,i,2%,-7%

# The results go on:
SMILES,XIAP displacement,PMI inhibition,TNAP activation fold,WT yeast gro inh,WT yeast gro inh mutant strain,M1AAP inhibition,human PMI inhibition,Yfh1-off respiration,LYP phosphatase,P. falciparum M17LAP
COc1ccc(CCNC(=O)C2CC(c3cccc([N+](=O)[O-])c3)=NO2)cc1 (stereo not given),-3.2%,9%,1,44,38,8%,-2%,i,2%,6%
COc1ccc(-n2c(C)nc3cc(C(=O)O)ccc32)cc1,-21%,-5%,1.1,-5,-2,6%,1%,i,-9%,-1%
CC(=O)c1cccc(NC(=O)COC(=O)CCc2ccc(S(=O)(=O)N3CCOCC3)cc2)c1,-4.8%,-9%,1.1,-2,-7,-1%,-8%,i,-5%,2%
CCS(=O)(=O)N1Cc2ccccc2CC1C(=O)Nc1nnc(SCc2c(Cl)cccc2Cl)s1 (stereo not given),-0.4%,12%,1.2,7,6,11%,2%,i,5%,-8%
O=C(c1cccc(Cl)c1)N1CCN(Cc2ccccc2F)CC1,-7.2%,6%,1.1,2,0,4%,15%,i,-6%,14%
O=C(NCC1(c2ccccc2)CCCC1)c1cccc(Br)c1,1.0%,4%,1.1,-16,6,4%,6%,i,0%,7%
C#CCN(CC=C)C(=O)CCc1nnc(COc2ccccc2)o1,-7.0%,·,1,3,-1,-1%,·,i,-6%,-8%
CCN1CCN(CCNC(=O)C2CCCN(Cc3nc(-c4cccc(Cl)c4)oc3C)C2)CC1 (stereo not given),-3.5%,-4%,0.9,6,2,6%,-1%,i,-2%,5%
COc1ccc2c(c1)nc(SCC(C)O)n2C (stereo not given),-8.7%,6%,1.1,-4,10,-2%,20%,i,-11%,-5%
O=C(COc1ccc(Cl)cc1)NCCN1CCCCC1,-5.4%,-7%,1.1,0,4,5%,-5%,i,-6%,2%
